STK33 kinase inh: inhibitors of human STK33 kinase; Q9BYT3; purified STK33, MBP phosphorylation, ADP-Glo luminescence; inhibition, % at 10 µM; 320,000 compounds, 0.073% hits; AID 2661;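 active = inhibition at or above 25%, using the most active replicate where run in duplicate; inactive = inhibition below 25%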
KCNQ2 block: KCNQ2 potassium channel inhibitors, primary screen, cell-based, CHO-K1, FluxOR thallium flux, B-score (AID 2156); O88943; 20 min; active compounds read low; B-score at 10 µM; 310,000 compounds, 1.1% hits;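 active = fluorescence ratio B-score at most minus 3 library SDs, with starting brightness B-score within 2 library SDs, cut at about -5.5 in these data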
Target sequence (O88943 whole entry, looked up): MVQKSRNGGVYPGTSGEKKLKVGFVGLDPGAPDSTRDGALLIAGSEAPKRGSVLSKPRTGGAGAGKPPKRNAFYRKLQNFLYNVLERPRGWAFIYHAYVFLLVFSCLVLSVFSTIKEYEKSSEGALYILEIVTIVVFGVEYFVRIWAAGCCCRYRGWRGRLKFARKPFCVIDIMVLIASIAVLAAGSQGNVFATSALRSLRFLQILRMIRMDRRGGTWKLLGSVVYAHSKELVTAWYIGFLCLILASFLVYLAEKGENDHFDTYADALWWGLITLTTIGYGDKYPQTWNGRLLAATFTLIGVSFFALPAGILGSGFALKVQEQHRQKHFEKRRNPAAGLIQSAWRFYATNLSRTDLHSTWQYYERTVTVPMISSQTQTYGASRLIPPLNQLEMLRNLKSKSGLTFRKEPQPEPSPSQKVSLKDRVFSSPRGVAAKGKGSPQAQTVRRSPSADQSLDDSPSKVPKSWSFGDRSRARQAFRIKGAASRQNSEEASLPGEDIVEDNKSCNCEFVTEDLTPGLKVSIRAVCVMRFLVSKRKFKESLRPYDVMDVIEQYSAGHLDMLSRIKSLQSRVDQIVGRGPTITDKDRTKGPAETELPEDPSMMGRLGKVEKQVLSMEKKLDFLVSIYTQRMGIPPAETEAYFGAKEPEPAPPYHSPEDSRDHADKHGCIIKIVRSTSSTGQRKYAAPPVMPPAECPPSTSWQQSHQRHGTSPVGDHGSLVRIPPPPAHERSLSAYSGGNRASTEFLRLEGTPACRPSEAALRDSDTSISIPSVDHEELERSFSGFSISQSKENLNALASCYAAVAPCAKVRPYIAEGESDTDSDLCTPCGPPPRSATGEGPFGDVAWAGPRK
OX1R antag: blocks the human orexin 1 receptor. O43613. OX1R-expressing cells, FRET antagonist read-out. inhibition, % at 6.6 µM. 330,000 compounds, 1.8% hits; in the data active = inhibition mostly above about 38%, no sharp cut-off; inactive = mostly below about 40%;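 note: 0% = agonist challenge alone and 100% = reference antagonist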
* = called active by the depositor; i = inactive; · = not tested or not shown.

SMILES	STK33 kinase inh	KCNQ2 block	OX1R antag
Cc1ccc(/C=C/C(=O)Nc2ccncc2)o1	-0.5	i	11
Clc1cccc(Cl)c1CSc1nnc(/C=C/c2ccccc2)o1	-0.6	i	24
CCN(CC(=O)NC(C)C)C(=O)[C@@H](NC(=O)c1ccco1)C(C)C	-1.0	i	29
O=C(COC(=O)c1ccc(-c2ccc([N+](=O)[O-])cc2)o1)NC(=O)NC12CC3CC(CC(C3)C1)C2	-4.7	i	32
O=c1[nH]c2ccccc2cc1-c1nnn(-c2ccccc2)n1	0.1	i	16
Cc1cc(C)cc(NC(=O)CSc2cc(C(=O)c3nccn3C)c3ccccc3n2)c1	1.6	i	10
COc1ccccc1C(=O)OCCCN=C1NS(=O)(=O)c2ccccc21	-0.8	i	5
COc1cccc(N2CCN(C(=O)CCS(=O)(=O)c3ccc4c(c3)oc(=O)n4C)CC2)c1	0.2	i	-1
Cc1ccc(S(N)(=O)=O)cc1	-0.7	·	5
O=C(Nc1ccnn1C1CCN(C(=O)c2ccc(Cl)c(F)c2)CC1)C1CCOC1 (stereo not given)	-1.9	i	·
Cc1noc(C)c1C(=O)OCC(=O)/C=C1\N(C)c2ccccc2C1(C)C	-2.0	i	6
COc1ccc(N2CCOCC2)c(NC(=O)c2ccco2)c1	3.5	i	7
Cc1cc(C(=O)COC(=O)c2cccc(NS(C)(=O)=O)c2)c(C)n1CC1CCCO1 (stereo not given)	0.6	·	3
CC(C)[C@H](Nc1ccc(C(F)(F)F)cc1[N+](=O)[O-])C(=O)O	-0.5	i	23
CCOc1ccc(NS(=O)(=O)c2ccc3[nH]c(=O)oc3c2)cc1	-0.1	i	10
CCN1CCN(c2ccc(S(=O)(=O)N3CCOCC3)cc2NC(=O)COc2ccc(F)cc2Cl)CC1	-0.9	i	8
O=C(CN1CCC(NC(=O)Nc2ccccc2)CC1)Nc1ccc([N+](=O)[O-])cc1	0.5	i	19
O=C(OC(C(=O)NCc1ccc2c(c1)OCO2)c1ccccc1F)c1ccco1 (stereo not given)	-2.1	i	14
CCOC(=O)c1c(C)nn(-c2ccc(NC(=O)CSCC(=O)O)cc2)c1C	-0.8	i	7
Cc1cccc(C)c1NC(=O)CN1CCNCC1	-2.9	i	2
CCOc1ccc(/C=C(\C#N)C(=O)NCC2CCCO2)cc1OCC (stereo not given)	0.4	i	22
CCOC(=O)C1CCN(C(=O)COc2ccc(C(=O)c3ccccc3)cc2)CC1	0.2	·	11
Cn1nnc(NC(=O)c2cccs2)n1	0.5	i	0
O=S(=O)(Nc1cccc(-n2cnnn2)c1)c1ccccc1C(F)(F)F	-0.2	i	11
CC1CC(C)CN(C(=O)Cn2nnc(-c3ccc(Br)cc3)n2)C1 (stereo not given)	0.3	i	22

The closing 5 entries of the part above come first, to join the parts.
SMILES	STK33 kinase inh	KCNQ2 block	OX1R antag
CCOc1ccc(/C=C(\C#N)C(=O)NCC2CCCO2)cc1OCC (stereo not given)	0.4	i	22
CCOC(=O)C1CCN(C(=O)COc2ccc(C(=O)c3ccccc3)cc2)CC1	0.2	·	11
Cn1nnc(NC(=O)c2cccs2)n1	0.5	i	0
O=S(=O)(Nc1cccc(-n2cnnn2)c1)c1ccccc1C(F)(F)F	-0.2	i	11
CC1CC(C)CN(C(=O)Cn2nnc(-c3ccc(Br)cc3)n2)C1 (stereo not given)	0.3	i	22
Cc1ccc(OCC(=O)NNC(=O)Nc2ccc(Cl)cc2)c(Br)c1	-0.6	i	0
O=C(Nc1ccccc1)c1cccnc1Nc1ccccc1	-1.9	i	28
Cc1ccc(NC(=O)c2cncc(Br)c2)nc1	-0.3	i	-4
CCCCn1c(N)c(N(CC(C)C)C(=O)Cn2c(=O)oc3ccccc32)c(=O)[nH]c1=O	0.0	i	13
Cc1cc(OCC(=O)OCC(=O)NCc2ccco2)ccc1Cl	-1.3	i	15
COc1ccc(NC(=O)C2CCC(CNc3c(N4CCOCC4)c(=O)c3=O)CC2)cc1Cl (stereo not given)	-0.3	i	1
N#Cc1c(Cc2cccc3ccccc23)nn(CCO)c1N	-1.2	i	28
COC(=O)N/N=C/c1cc(N=Nc2ccccc2Cl)ccc1O	-2.1	i	16
CC(=C/c1ccccc1)/C=N/n1c(-c2ccncc2)n[nH]c1=S	1.8	i	33
C=CCNC(=O)COc1c(C)ccc(C)c1C	-0.5	i	8
CC1(C)C=C(c2ccc(C=O)s2)CC(C)(C)N1	0.3	i	41
Cc1nc2c(sc(=S)n2Cc2ccco2)c(=O)n1CC(=O)Nc1ccccc1	-0.2	i	16
O=C(NC1CCCC1)C1CCC(CNS(=O)(=O)c2ccc(F)cc2)CC1 (stereo not given)	3.0	i	18
Cn1cc(CNC(=O)C2CCC(=O)N(Cc3cccc(C(F)(F)F)c3)C2)cn1 (stereo not given)	2.8	i	·
COc1ccc2[nH]c3c(=O)n(CCCC(=O)NC4CCCCC4C)c(=S)[nH]c3c2c1 (stereo not given)	-2.8	i	1
COc1ccc(-c2ccc(SCC(=O)c3cccs3)nn2)cc1OC	-0.6	i	13
Cc1ccc(S(=O)(=O)n2nc(OC(=O)c3ccccc3C)cc2N)cc1	0.8	i	11
Cc1cc(C(=O)N/N=C/c2ccc[nH]2)n[nH]1	-0.2	i	19
O=C(N/N=C/c1cc(Br)c(Br)o1)c1cccnc1	-0.6	i	23
Cc1cccc(/C=C/C(=O)c2ccc(N3CCOCC3)cc2)c1	3.3	i	13
Cc1ccc(N2CN(Cc3ccco3)CNC2=S)c(C)c1	-1.1	i	31
CCOc1ncccc1C(=O)OCC(=O)c1ccc[nH]1	0.4	i	5
O=C(NC1=NCCS1)C1CC2CCC1C2 (stereo not given)	0.1	i	12
O=C1CCCC(=O)C1C(=O)C1CCN(S(=O)(=O)c2ccccc2)CC1	-1.2	i	13
N#Cc1ccc(-c2ccc(Cl)cc2)nc1Oc1ccc(F)cc1	-0.3	i	11

(continued)
SMILES	STK33 kinase inh	KCNQ2 block	OX1R antag
O=C(COc1ccc(Nc2ccccc2)cc1)Nc1ccncc1	-0.9	i	18
CSC1=NCCN1C(=O)Cc1ccc(F)cc1	-0.6	i	7
O=C(OCc1nnc(-c2ccccc2)o1)C1CC(=O)N(c2ccccc2)C1 (stereo not given)	-0.8	i	-1
CC(C)c1ccc2[nH]c3c(c2c1)[C@@H]1CCN2C(=O)CCC[C@H](C3)[C@H]12	-0.7	i	38
CC(=O)N1c2c(cc(Br)cc2S(=O)(=O)N2CCOCC2)CC1C (stereo not given)	-0.1	i	18
CCC(C)N(C(=O)COC(=O)c1[nH]c(C)c(C(C)=O)c1C)C1CCS(=O)(=O)C1 (stereo not given)	-0.1	i	25
O=C(CN1C(=O)COc2ccc(S(=O)(=O)N3CCCC3)cc21)N1CCCC1	-0.5	i	4
COc1cccc(-c2ccc(-c3noc(-c4cccs4)n3)c(OC)n2)c1	-1.2	i	12
COc1cc(C(=O)OCC(=O)Nc2cc(-c3cc(C)c(C)cc3C)nn2-c2ccccc2)cc(OC)c1OC	-2.1	i	13
Nc1c(C(=O)NC2CCCC2)c2nc3ccccc3nc2n1N	-2.3	i	28
O=C(Nc1nc2c(s1)CN(Cc1ccccc1)CC2)C1CCC1	-0.1	i	12
Cc1c(OC(C)C(=O)NCc2ccccn2)ccc2c3c(c(=O)oc12)CCCC3 (stereo not given)	2.2	i	24
CCOC(=O)c1cn2nc(-c3ccc(OCC)cc3)cc2nc1C1CCN(C(=O)OC(C)(C)C)CC1	0.9	i	7
CC(C)(C)C(=O)NC(=S)Nc1sc2c(c1C(N)=O)CCC2	1.8	i	10
Cc1ccc(C(=O)CSc2nc3ccccc3c(=O)[nH]2)cc1	-0.9	i	15
O=C(CN1CCC(NC(=O)c2ccccc2F)CC1)NCc1ccc(F)cc1	-2.5	i	5
Cc1ccc(C(=O)NC2CCN(C(=O)NCc3ccccc3)CC2)cc1	-0.9	i	12
O=C(O)CCCCCCNS(=O)(=O)c1ccccc1	0.2	i	6
O=C(N/N=C/c1ccc[nH]1)c1ccccc1O	0.4	i	41
CN(CC(=O)Nc1ccccc1Cl)C(=O)c1cc(-c2cccs2)nn1-c1ccccc1	0.1	i	9
O=C(COC(=O)COc1cccc(C(F)(F)F)c1)NC1CCCC1	-1.3	i	-1
O=c1c(O)c(-c2ccc3c(c2)OCO3)oc2ccccc12	0.3	i	49
Cn1nc(-c2ccccc2)c2nc3ccccc3nc21	2.9	i	13
CCCCCCNS(=O)(=O)c1ccc(NC(=O)C2CCCO2)cc1 (stereo not given)	-0.3	i	10
CN1CCN(CCNC(=O)Nc2ccccc2C(F)(F)F)CC1	-0.2	i	25

Random excerpt: 4 records from the list.
SMILES	STK33 kinase inh	KCNQ2 block	OX1R antag
COc1ccccc1C(=O)OCCCN=C1NS(=O)(=O)c2ccccc21	-0.8	i	5
Cc1ccc(/C=C/C(=O)Nc2ccncc2)o1	-0.5	i	11
CCOC(=O)C1CCN(C(=O)COc2ccc(C(=O)c3ccccc3)cc2)CC1	0.2	·	11
N#Cc1c(Cc2cccc3ccccc23)nn(CCO)c1N	-1.2	i	28

Later entries:
SMILES	STK33 kinase inh	KCNQ2 block	OX1R antag
Cc1cc(C)c2c(N)c(S(=O)(=O)Cc3ccccc3)sc2n1	-0.6	i	12
CCOC(=O)c1cnn(-c2nc(SC)nc3sc4c(c23)CCCC4)c1N	0.8	i	12
CC1Cc2ccccc2N1C1=CC(=O)CC(C)(C)C1 (stereo not given)	-0.3	i	7
CN1C(=O)/C(=C/c2cc(C(C)(C)C)c(O)c(C(C)(C)C)c2)NC1=S	0.1	i	12
Cc1ccc(N(CCCCN2C(=O)c3ccccc3C2=O)C(=O)c2ccc(Cl)s2)cc1	-1.8	i	7
CCC(CC)C(=O)c1c[nH]c(C(=O)NN)c1	-0.3	i	31
CCSC(C)CC1C/C(=N/O)c2c(C)noc2C1 (stereo not given)	-3.5	i	-3
CN(C)S(=O)(=O)c1cccc(-c2nnc(SCc3cc(Cl)cc4c3OCOC4)n2N)c1	0.6	i	33
CCCn1nnc(NC(=S)NC(=O)Cc2ccccc2)n1	-2.7	i	26
Nc1ccc(OCCc2ccccc2)cc1	0.5	i	-2
COc1ccc2oc(C(=O)OCC(=O)N3CCCCC3C)c(C)c2c1 (stereo not given)	2.1	·	4
C[n+]1ccc(/C=C/c2c[nH]c3ccc(F)cc23)cc1	0.8	i	·
CCCN(CCC)CCCNC(=O)CS(=O)Cc1nc(-c2ccc(OC)c(OC)c2)oc1C (stereo not given)	0.8	i	22
N=c1c(C(=O)NCc2ccco2)cc2c(=O)n3ccccc3nc2n1Cc1ccc(Cl)cc1	-1.4	i	58
COc1ccc(N2CCN(C(CNC(=O)C(=O)NCCCn3ccnc3)c3ccco3)CC2)cc1 (stereo not given)	-3.0	i	15
CCN(CC)CCNC(=O)Cn1cnc2sc(C)c(S(=O)(=O)N3CCN(c4ncccn4)CC3)c2c1=O	-1.8	i	7
CCOC(=O)CN1C(=O)C2(OCCCO2)c2ccccc21	-0.6	i	12
Cc1ccc(-c2nn(-c3ccccc3)cc2/C=N/NC(=O)CSc2nnc(C)n2-c2ccccc2)cc1	-0.3	i	13
C[C@H](NC(=O)c1nc[nH]c1C(=O)N(C)Cc1ccccc1)C(=O)OC(C)(C)C	-1.2	·	22
Cc1cc(C)cc(N(CC(=O)NC2CCCC2)C(=O)CNC(=O)c2cccs2)c1	0.1	i	16
COc1cccc(NC(=O)CN(C)C(=O)c2ccccn2)c1	-1.3	·	13
Cc1cc2c(cc1[N+](=O)[O-])NC(CNC(C)C)CC2 (stereo not given)	1.2	i	7
COc1ccccc1/C=N/NC(=O)c1nnn(-c2nonc2N)c1-c1cccs1	0.9	i	5
COc1ccccc1NC(=S)NNC(=O)c1nn(C)c(C)c1Cl	-1.1	i	15
CCOC(=O)C1CCCN(C(=O)/C=C/c2ccc([N+](=O)[O-])cc2)C1 (stereo not given)	-1.7	i	47

Molecules listed so far that contain an aryl thioether with sulfur outside any ring (7):
SMILES	STK33 kinase inh	KCNQ2 block	OX1R antag
Clc1cccc(Cl)c1CSc1nnc(/C=C/c2ccccc2)o1	-0.6	i	24
Cc1cc(C)cc(NC(=O)CSc2cc(C(=O)c3nccn3C)c3ccccc3n2)c1	1.6	i	10
COc1ccc(-c2ccc(SCC(=O)c3cccs3)nn2)cc1OC	-0.6	i	13
Cc1ccc(C(=O)CSc2nc3ccccc3c(=O)[nH]2)cc1	-0.9	i	15
CCOC(=O)c1cnn(-c2nc(SC)nc3sc4c(c23)CCCC4)c1N	0.8	i	12
CN(C)S(=O)(=O)c1cccc(-c2nnc(SCc3cc(Cl)cc4c3OCOC4)n2N)c1	0.6	i	33
Cc1ccc(-c2nn(-c3ccccc3)cc2/C=N/NC(=O)CSc2nnc(C)n2-c2ccccc2)cc1	-0.3	i	13

The list continues:
SMILES	STK33 kinase inh	KCNQ2 block	OX1R antag
O=C(O)C1C2C=CC(C2)C1C(=O)Nc1ccc(Cl)c(Cl)c1 (stereo not given)	-2.3	i	6
CCOC(=O)c1ccc(NC(=O)COc2ccc(S(=O)(=O)NC(C)CC)cc2)cc1 (stereo not given)	-0.5	i	11
O=C(Cn1nnc(-c2ccccc2F)n1)Nc1ccc(C(=O)N2CCOCC2)cc1	-1.0	i	15
COc1ccc(N(C(=O)c2ccco2)C(C(=O)NC2CCCC2)c2ccc(OC)c(OC)c2)cc1 (stereo not given)	-0.3	i	12
CCn1nc(C(=O)N[C@@H](CCSC)c2nc3ccccc3[nH]2)c2ccccc2c1=O	-1.7	i	16
CCCCC(=O)NC(Nc1ccc(C)cn1)(C(=O)OCC)C(F)(F)F (stereo not given)	-4.3	i	1
COc1ccc(C(c2nnnn2C2CCCCC2)N2CCN(c3ccccc3F)CC2)cc1 (stereo not given)	9.9	i	23
COc1cc2c(cc1OC)C(C)N(C(=O)CCNC(=O)c1ccccc1)CC2 (stereo not given)	-0.2	i	10

High-throughput results as filed in PubChem.
